# Cycloheximide cs: Cycloheximide Counterscreen for Small Molecule Inhibitors of Shiga Toxin | AID 2314, 2010 | cell reporter, cycloheximide protein synthesis inhibition counterscreen | 12% of 300,000 active | max response, %; in the data active = max response mostly above about 13%, no sharp cut-off; inactive = mostly below about 14%; also: read at 38.3 µM for the half of the compounds with a filed dose; 0% is about no effect
# LmPK inhibitor: qHTS Assay for Inhibitors of Leishmania Mexicana Pyruvate Kinase (LmPK); Q27686; 0.37% of 290,000 active; purified LmPK, Kinase-Glo ATP luminescence, 1 h; Potency, µM (series often up to 57.5 µM), without a hit: at the top dose activity change, negative = inhibition, most hits filed as inhibitors; AID 1721, 2009; also: potency is read from the fitted curve at half-maximal effect; % is scaled to controls: 0 for no effect and ±100 for the full control effect
# Target sequence (Q27686 whole entry, looked up): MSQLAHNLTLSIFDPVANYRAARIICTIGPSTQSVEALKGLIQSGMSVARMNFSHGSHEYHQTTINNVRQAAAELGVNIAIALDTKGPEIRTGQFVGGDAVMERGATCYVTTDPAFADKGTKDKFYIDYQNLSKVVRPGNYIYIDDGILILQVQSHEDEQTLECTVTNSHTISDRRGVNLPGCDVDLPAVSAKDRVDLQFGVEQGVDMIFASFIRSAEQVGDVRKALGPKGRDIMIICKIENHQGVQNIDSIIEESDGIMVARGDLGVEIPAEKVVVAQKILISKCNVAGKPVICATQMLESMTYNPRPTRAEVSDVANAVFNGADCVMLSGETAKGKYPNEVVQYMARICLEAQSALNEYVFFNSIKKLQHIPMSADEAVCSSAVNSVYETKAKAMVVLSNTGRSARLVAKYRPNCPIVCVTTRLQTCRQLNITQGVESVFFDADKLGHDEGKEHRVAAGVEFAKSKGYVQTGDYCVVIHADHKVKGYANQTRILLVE
#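 qHTS format; LmPK 0.1 nM; substrates PEP 0.5 mM and ADP 0.1 mM. One-hour room-temperature incubation, then coupled luciferase luminescence; 0.5 nM enzyme wells mark activation.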
# Shiga inhibitor: A qHTS for Small Molecule Inhibitors of Shiga Toxin; Vero cells, Shiga toxin protein synthesis inhibition reporter; inhibition, % at 38.7 µM; 9.2% of 290,000 active; AID 2315, 2010; in the data active = inhibition mostly above about 28%, no sharp cut-off; inactive = mostly below about 43%; also: 0% is about no effect
# Pf growth 48h: Primary qHTS for delayed death inhibitors of the malarial parasite plastid, 48 hour incubation. Potency, µM (doses to about 28.7 µM), without a hit: at the highest dose activity change, negative = inhibition, actives largely listed as inhibitors. P. falciparum luciferase growth in erythrocytes, 48 h. 5.9% of 310,000 active; also: potency is read from the fitted curve at half-maximal effect; % is scaled to controls: 0 for no effect and ±100 for the full control effect
#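 Luciferase-expressing P. falciparum in infected erythrocytes (2% hematocrit, 0.1% parasitemia final) in RPMI 1640/0.5% Albumax were exposed to compound for 48 hours at 37 C, 5% CO2; growth read as luminescence.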
# AMA1-RON2 inh: qHTS for Inhibitors of AMA1-RON; Towards Development of Antimalarial Drug Lead: Primary Screen; 0.2% of 360,000 active; Potency, µM (series often up to 58.2 µM), inactives show at the highest dose activity change, negative = inhibition, actives largely listed as inhibitors; AlphaScreen AMA1-biotinylated RON2 peptide binding; Plasmodium falciparum AMA1 (3D7) - RON2 peptide interaction;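 also: potency is read from the fitted curve at half-maximal effect; 0% = vehicle wells and -100% = peptide control; nearly all actives have a fitted effect of over 45% in size; some results filed as inactive show a strong effect at the top dose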
#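 AMA1 (3D7) with his tag at 25 nM final met compounds first, then biotinylated RON2 peptide at 25 nM; detection used donor plus acceptor beads, 10 µg/mL apiece, read by AlphaScreen after 30 min at room temperature.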
# Tb PYK inh: qHTS of Trypanosoma Brucei Inhibitors | TbPYK enzyme, Kinase-Glo Plus ATP luminescence, 45 min | Potency, µM (doses to about 76.8 µM), without a hit: at the top dose activity, negative = inhibition, usual class: inhibitors | 0.12% of 410,000 active; also: potency is read from the fitted curve at half-maximal effect; % is scaled to controls: 0 for no effect and ±100 for the full control effect; nearly all actives have a fitted effect of over 50% in size
#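 Activity of T. brucei pyruvate kinase was followed by Kinase-Glo Plus luminescence after the enzyme reacted 45 min at room temperature with 130 uM ADP (final) and substrate. Test compounds were added before ADP at multiple concentrations.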
# Pf growth 96h: Primary qHTS for delayed death inhibitors of the malarial parasite plastid, 96 hour incubation. Potency, µM (highest dose often 28.7 µM), without a hit: at the highest dose activity change, negative = inhibition, usual class: inhibitors. AID 504834, 2011. 6.9% of 320,000 active. P. falciparum luciferase reporter growth, 96 h; also: potency is read from the fitted curve at half-maximal effect; % is scaled to controls: 0 for no effect and ±100 for the full control effect
#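 Infected RBCs, 2% Hct / 0.05% parasitemia final; luciferase-reporter P. falciparum; cpd 96 h, 37 C, 5% CO2; luciferase detection reagent; luminescence.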
# * hit, by the source's call; ? = inconclusive; . = no result given; [ ] = remark or other dose. Unless noted, calls follow the shape of the dose curve; as a rule, active = well fitted curve in the direction sought with a large enough effect; inconclusive = small, poorly fitted or top-dose-only effect, or another doubt; inactive = no such curve, though single readings can be large; an effect the other way counts as inactive or inconclusive.
# Each structure is followed by: Cycloheximide cs | LmPK inhibitor | Shiga inhibitor | Pf growth 48h | AMA1-RON2 inh | Tb PYK inh | Pf growth 96h
> N#C/C(=C/c1ccc(Br)o1)C(N)=O
    -6 | 6% | 8 | ? | 4% | 0% | 7%
> Cc1cc(NC(=O)CSc2nc(N)c(NC(=O)c3ccc(F)c(F)c3)c(=O)[nH]2)no1
    2 | -6% | -3 | 1% | 0% | -17% | -15%
> Cc1ccc(NCCC#N)cc1C
    11 | 2% | -4 | -7% | -12% | -2% | 96%[activator]
> CN(c1ccccc1)S(=O)(=O)c1cccc(NC(=O)c2ccc3ncsc3c2)c1
    -1 | 5% | -6 | ? | -24% | 2% | 10µM*
> Cc1[nH]c2ccccc2c1C(=O)CSc1nc2ccccc2c(=O)n1-c1ccccc1F
    -1 | -2% | 19 | -17% | . | . | ?
> CC(=O)c1cccc(NC(=O)CSC(=O)c2ccccc2)c1
    -4 | 5% | -11 | 20% | 0% | -2% | ?
> NS(=O)(=O)c1ccc(CCNC(=O)c2cc(-c3ccco3)nc3ccccc23)cc1
    . | . | . | ? | 3% | ? | ?
> Cc1nc(N2CCCCC2)c(C#N)c(C)c1[N+](=O)[O-]
    2 | 3% | -7 | -30% | -9% | 0% | -4%
> COc1cccc(CNC(=O)CCC(=O)n2ncc3cc(C)ccc32)c1OC
    4 | 6% | -1 | 49%[activator] | 19% | 3% | ?
> COc1ccccc1CN(C)CC(=O)Nc1cccc(S(=O)(=O)N2CCCCC2)c1
    . | . | . | 12µM* | 10% | 2% | ?
> CCN1CCN(CC(=O)Nc2ccc(Cl)c(Cl)c2)C(=O)C1=O
    -6 | 4% | -2 | . | 2% | -4% | -8%
> Cc1cccc(-c2cc3nc4c(c(NCc5ccco5)n3n2)CCCC4)c1
    57* | 0% | 126* | -11% | -8% | 6% | 0%
> Cc1ccc(-c2nnc(CSc3nnc(COc4ccccc4)n3-c3ccc(C)cc3)o2)cc1
    3 | 6% | 6 | ? | 5% | 1% | -29%
> CCCCN(C)C/C(O)=C(\C#N)c1nc(-c2ccccc2)cs1
    12 | 4% | 33* | . | 68%[activator] | 0% | 38%[activator]
> Cc1cccn2c(CN3CCNC(=O)CC3)c(C(=O)N(C)CCc3ccccc3)nc12
    -3 | -2% | -7 | 10% | -6% | 0% | 1.9µM*
> Cc1ccc(NC(=O)c2cc(C)nc3ccccc23)c(Br)c1
    -3 | 14% | . | 0% | -11% | -4% | -28%
> COc1cccc(CNC(=O)COC(=O)c2ccc(C(=O)c3ccccc3)cc2)c1
    . | . | . | ? | 0% | 3% | -19%
> NC(=O)NC1CCCc2c1[nH]c1ccc(Cl)cc21 (centres undefined)
    -4 | 8% | 14 | 21% | -4% | -5% | -27%
> Cc1ccc(NC(=O)C(C)SCC(=O)Nc2ccc(F)cc2)cc1S(=O)(=O)N1CCOCC1 (centres undefined)
    . | . | . | ? | -24% | -20% | -19%
> OCC(CO)(CO)n1cnnn1
    -1 | -1% | -6 | 20% | -13% | 1% | ?

# Reformatted as labelled records: entries from further up
SMILES: Cc1ccc(NCCC#N)cc1C
  Cycloheximide cs = 11 | LmPK inhibitor = 2% | Shiga inhibitor = -4 | Pf growth 48h = -7% | AMA1-RON2 inh = -12% | Tb PYK inh = -2% | Pf growth 96h = 96%[activator]

SMILES: CN(c1ccccc1)S(=O)(=O)c1cccc(NC(=O)c2ccc3ncsc3c2)c1
  Cycloheximide cs = -1 | LmPK inhibitor = 5% | Shiga inhibitor = -6 | Pf growth 48h = ? | AMA1-RON2 inh = -24% | Tb PYK inh = 2% | Pf growth 96h = 10µM*

SMILES: Cc1[nH]c2ccccc2c1C(=O)CSc1nc2ccccc2c(=O)n1-c1ccccc1F
  Cycloheximide cs = -1 | LmPK inhibitor = -2% | Shiga inhibitor = 19 | Pf growth 48h = -17% | AMA1-RON2 inh = . | Tb PYK inh = . | Pf growth 96h = ?

SMILES: CC(=O)c1cccc(NC(=O)CSC(=O)c2ccccc2)c1
  Cycloheximide cs = -4 | LmPK inhibitor = 5% | Shiga inhibitor = -11 | Pf growth 48h = 20% | AMA1-RON2 inh = 0% | Tb PYK inh = -2% | Pf growth 96h = ?

# Next compounds follow:
# Each structure is followed by: Cycloheximide cs | LmPK inhibitor | Shiga inhibitor | Pf growth 48h | AMA1-RON2 inh | Tb PYK inh | Pf growth 96h
> O=C(C[n+]1ccc(C(=O)NCc2ccccc2)cc1)c1ccc2c(c1)OCCO2
    -1 | -12% | -19 | 6% | 9% | 2% | 12%
> O=C(CC1SC(N2CCOCC2)=NC1=O)Nc1ccc(Cl)cc1 (centres undefined)
    . | . | . | ? | 13% | -2% | -21%
> CCOC(=O)C1(Cc2cccc(OC)c2)CCCN(C(=O)c2cc(C)on2)C1 (centres undefined)
    37* | -6% | 92* | -15% | -2% | 0% | 6.6µM*
> CCN(CC)S(=O)(=O)c1ccc(NC(=O)c2cc(C(=O)OC)cc([N+](=O)[O-])c2)cc1
    -2 | 7% | -18 | ? | 16% | -6% | -20%
> O=[N+]([O-])c1ccc(N2CCOCC2)nc1
    3 | 4% | -8 | 17% | -2% | 1% | -4%
> CCCCn1nnnc1SCC(=O)NCc1ccco1
    -2 | 1% | -11 | 20% | -4% | 2% | 18%
> CCOC(=O)C1=C(C)N=C2SCCC(=O)N2C1c1sccc1C (centres undefined)
    1 | 0% | -5 | ? | -6% | -11% | ?
> CCc1ccc(N2C(=O)NC(=O)/C(=C/c3cccn3CCOc3ccc(C)cc3)C2=O)cc1
    13* | 0% | -3 | 29% | -2% | -6% | 48%[activator]
> NC(=O)C1CCN(C(=O)COCc2cc(-c3ccc4c(c3)OCO4)on2)CC1
    17 | -2% | 10 | 39%[activator] | 4% | 6% | 10%
> Cc1cc(C(=O)N(C)CC(=O)Nc2ccc(F)c(F)c2F)no1
    1 | -1% | -10 | 44%[activator] | 0% | -8% | 27%
> CCN(CC)c1ccccc1
    . | . | . | 38%[activator] | 8% | 1% | 35%[activator]
> Cn1c(-n2c(-c3ccco3)nc3ccccc3c2=O)nc2ccccc21
    7 | 6% | 27 | 44%[activator] | 38%[activator] | -9% | 40%[activator]
> CSc1nnc(COc2ccc(C)cc2)n1N
    18 | -2% | 14 | 29% | -5% | -3% | 7%
> CC(C)(C)Cc1cc(N)on1
    14 | -1% | -8 | -28% | 0% | 0% | 7%
> O=C(CCc1ccccc1)NNC(=O)CCc1ccccc1
    -2 | 0% | -4 | 6% | 61%[activator] | 3% | -28%
> Cc1ccc(C2(c3ccccc3)NC(=O)N(CC(=O)NC3CCS(=O)(=O)C3)C2=O)cc1C (centres undefined)
    . | . | . | -12% | -5%[11.6 µM] | 4% | -29%
> Cc1ccccc1C(=O)Nc1ccnc(-c2ccncc2)n1
    8 | -7% | -3 | 473%[activator] | -1% | -1% | -22%
> CSc1nc(-c2ccc(Cl)cc2Cl)[nH]c(=O)c1C#N
    -6 | 0% | -13 | 4% | -10% | -4% | -6%
> Cc1cc(NC(=O)CSc2nc3ccccc3n2CC(=O)N2CCC(C)CC2)no1
    -2 | 3% | -7 | ? | -2% | 6% | ?
> Cc1ccc[n+](CC(=O)c2ccc(-c3ccccc3)cc2)c1
    -1 | -5% | -9 | -28% | 11% | -14% | ?
> COc1ccc2c(c1)C(=O)N(Cc1ccccc1)C(=O)C2(C)C
    -3 | -3% | 2 | ? | -17% | -9% | ?
> CC(=O)Nc1ccc(C(=O)OCC(=O)/C(C#N)=C(\C)N)cc1
    25* | 12% | 16 | 38%[activator] | -1% | 1% | 47%[activator]
> O=C(NNC(=O)c1ccc(S(=O)(=O)N2CCOCC2)cc1)c1ccccc1
    -3 | 3% | -6 | 12% | -6% | -1% | -4%
> COc1cc(C(=O)OC2CCOC2=O)c([N+](=O)[O-])cc1OC (centres undefined)
    -6 | -1% | -8 | 2% | 5% | 3% | 15%
> CC(C)CCNC(=O)C(=O)Nc1ccc2c(c1)N(S(=O)(=O)c1cccs1)CCC2
    . | . | . | 5.9µM* | -14% | -3% | ?
> O=C(O)c1ccc(CS(=O)(=O)c2cccc(C(F)(F)F)c2)o1
    -2 | 0% | -3 | 22% | -2% | 4% | 38%[activator]
> CCN1C(=O)c2cccc3c(S(=O)(=O)NCc4cccnc4)ccc1c23
    -3 | 3% | -5 | ? | 13% | -10% | .
> O=C1c2ccccc2C(=O)N1CCc1nc2ccccc2c(=O)n1-c1ccccn1
    -2 | 3% | 10 | 13% | 8% | 2% | ?
> CC(C)c1ccc(NC2CCCN(C(=O)c3ccc(N4CCOCC4)cc3)C2)cc1 (centres undefined)
    6 | 0% | -6 | -12% | -15% | 0% | ?
> CCC(=O)c1cn(CC(=O)Nc2c(C)cccc2C)c2ccccc12
    -1 | 3% | . | 32%[activator] | -3% | 7% | 160%[activator]
> CCCCCN1CC(O)=C(c2nc3ccccc3[nH]2)C1=N
    36* | -1% | 30 | 54%[activator] | 42%[activator] | 5% | 52%[activator]
> O=c1c2ccccc2nc2ccc(NCc3ccco3)nn12
    51* | 2% | 56* | 96%[activator] | 12% | 8% | .
> CC(Sc1nnnn1C1CCCCC1)C(=O)O (centres undefined)
    6 | -2% | 3 | -16% | 25% | -23% | 17%
> O=C(CSc1n[nH]c(-c2ccccc2F)n1)NCC(=O)Nc1ccc(F)c(F)c1F
    -1 | 3% | 21 | 22% | 1% | 0% | 4%
> COc1ccccc1CNC(=S)NC1CCCC1
    -1 | -1% | -5 | 2% | -6% | 3% | ?
> Cc1ccc(-n2c(SCC(=O)N/N=C/c3c(C)nn(-c4ccccc4)c3C)nc3ccccc3c2=O)cc1
    -2 | -2% | -5 | -8% | -3% | -22% | ?
> COc1ccccc1NC(=O)Nc1cccc(C(=O)O)c1
    7 | 0% | -9 | 349%[activator] | 9% | -4% | ?
> O=C(CN(Cc1ccc(F)cc1)C(=O)CNS(=O)(=O)c1ccccc1)NCc1ccco1
    -3 | -5% | -7 | 2% | 0% | 5% | -3%
> CCCn1ncc([C@@H]2C[C@H]3CN(Cc4cccc(Cl)c4)C(=O)[C@]34CCCN24)c1C
    -2 | 2% | 6 | ? | -9% | 3% | 43%[activator]
> O=C(c1ccco1)N1CCN(C(c2ccccc2Cl)c2nnnn2CC2CCCO2)CC1 (centres undefined)
    -5 | 1% | 51 | ? | -13% | 2% | -126%
> COc1cc(/C=N/NC(=O)COc2ccc(Cl)cc2)ccc1OS(=O)(=O)c1ccc(C)cc1
    -4 | 11% | -19 | ? | -9% | -9% | .

# As entered above.
# In AMA1-RON2 inh, `COc1ccccc1CNC(=S)NC1CCCC1` has -6%
# In AMA1-RON2 inh, `CC(Sc1nnnn1C1CCCCC1)C(=O)O` (centres undefined) has 25%

# Compound activity as filed in PubChem.
